# Screening data: PubChem BioAssay, several laboratories
# HCV NS3 hel inh – blocks Hepatitis C virus NS3 helicase unwinding | NS3 helicase DNA unwinding, Cy5 molecular beacon fluorescence | inhibition, % at 10.9 µM | actives 0.56% (n = 290,000) | AID 1800;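 active = inhibition above the mean of all tested compounds plus 3 SD, set per campaign, cut at about 35% in these data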;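 also: 0% = DMSO wells and 100% = thioflavine S control wells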
#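 Compound dosing – single dose, 10.9 µM nominal final, DMSO 0.8% final · System – NS3 helicase fragment of HCV · Buffer or medium – MOPS pH 6.5, MgCl2, DTT, Tween20, BSA · Signal – Cy5 beacon fluorescence read at start and 1 h · Also added – annealed dual-labelled DNA beacon duplex, ATP-started · Schedule – 1 h at 25 °C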
# IDE cell inh – cellular human IDE inhibition | AID 434962 | actives 0.41% (n = 320,000) | P14735 | inhibition, % at 5.59 µM | HEK cells, FAbetaB cleavage, fluorescence polarization;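 active = percent inhibition above the average of all tested compounds plus 3 SD, set per screening campaign, cut at about 16% in these data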;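 also: IDE supplied by intact live HEK cells; FP after avidin binding of uncleaved biotin substrate so inhibition keeps polarization high; 0% = DMSO wells and 100% = 60 µM reference IDE inhibitor Ii1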
# Target sequence (P14735 whole entry, looked up): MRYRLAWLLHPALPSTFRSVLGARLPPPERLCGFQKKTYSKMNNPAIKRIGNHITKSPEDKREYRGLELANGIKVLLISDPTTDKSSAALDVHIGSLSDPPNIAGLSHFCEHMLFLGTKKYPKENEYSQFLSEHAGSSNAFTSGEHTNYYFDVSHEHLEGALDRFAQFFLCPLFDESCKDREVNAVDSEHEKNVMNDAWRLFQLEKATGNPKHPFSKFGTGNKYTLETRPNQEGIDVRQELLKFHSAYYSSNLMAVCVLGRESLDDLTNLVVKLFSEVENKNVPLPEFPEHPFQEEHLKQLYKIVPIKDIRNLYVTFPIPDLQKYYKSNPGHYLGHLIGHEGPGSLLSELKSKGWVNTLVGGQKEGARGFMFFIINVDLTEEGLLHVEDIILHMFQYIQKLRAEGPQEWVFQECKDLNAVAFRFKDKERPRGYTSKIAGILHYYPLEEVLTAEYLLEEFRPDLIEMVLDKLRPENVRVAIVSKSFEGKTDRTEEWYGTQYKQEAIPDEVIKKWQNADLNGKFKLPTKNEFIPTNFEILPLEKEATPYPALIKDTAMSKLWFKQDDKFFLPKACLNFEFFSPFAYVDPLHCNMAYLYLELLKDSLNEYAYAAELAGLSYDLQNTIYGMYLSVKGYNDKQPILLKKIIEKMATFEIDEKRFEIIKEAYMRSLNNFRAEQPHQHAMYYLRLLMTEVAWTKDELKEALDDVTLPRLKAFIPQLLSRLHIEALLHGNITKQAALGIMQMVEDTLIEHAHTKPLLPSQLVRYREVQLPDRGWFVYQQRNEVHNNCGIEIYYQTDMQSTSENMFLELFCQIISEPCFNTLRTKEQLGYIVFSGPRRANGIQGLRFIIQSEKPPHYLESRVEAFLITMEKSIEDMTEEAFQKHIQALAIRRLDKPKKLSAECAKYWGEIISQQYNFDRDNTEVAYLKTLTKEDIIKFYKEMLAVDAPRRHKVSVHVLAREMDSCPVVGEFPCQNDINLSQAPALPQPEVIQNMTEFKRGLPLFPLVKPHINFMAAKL
# CRFBP-R2 block – blocks CRF-induced signaling of the CRF-BP/CRF-R2 complex; HEK293 CRF-R2/CRF-BP, CRF-induced calcium fluorescence; inhibition, % at 11.8 µM; AID 588475; actives 0.59% (n = 350,000);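 active = inhibition of the ligand-induced calcium signal above about 50% at the single tested concentration, limit read from the data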
# SUMO HTRF inh – SUMOylation inhibition; P63279; actives 0.36% (n = 290,000); HTRF SUMOylation assay, SAE1/SAE2 + UBC9, in vitro; inhibition, % at 35 µM; in the data active = inhibition above about 50%, passing the limit was not always enough; also: strong numbers were not always called active
# IDE cell activ – activators of human insulin-degrading enzyme in cells; activation, % at 5.96 µM; actives 0.073% (n = 340,000); HEK cells, FAbeta-B cleavage, fluorescence polarization; 0% vehicle, 100% cell-free pure enzyme wells; AID 493087;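 active = activation above the mean of all tested compounds plus 3 SD, set per screening campaign, cut at about 17% in these data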
# IMP-1 inh – inhibitors of Pseudomonas aeruginosa IMP-1 metallo-beta-lactamase; inhibition, % at 5.6 µM; actives 0.45% (n = 290,000); purified IMP-1, nitrocefin hydrolysis, epi-absorbance fluorescence;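 active = inhibition above the mean plus 3 SD of all compounds in the same screening run, cut at about 4.5% in these data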;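 also: 0% = IMP-1 with DMSO and 100% = DMSO wells lacking enzyme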
#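 Assay system: purified IMP-1; Quantity: IMP-1 0.2 nM before substrate addition; Medium: HEPES buffer pH 7.1 with ZnSO4 and Brij 35; Incubation: 15 min enzyme–compound preincubation, then 25 min nitrocefin reaction, 25 °C; Signal: fluorescence quenching readout, ex 480/em 530 nm; Controls: DMSO with and without IMP-1; Repeats: singlicate testing.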
# p-CIP stab down – compounds decreasing mouse p/CIP protein stability; Q05BA5; F442A p/CIP-EGFP cells, EGFP fluorescence, 16 h; decrease of EGFP signal, % at 10 µM; actives 0.01% (n = 290,000); AID 1984;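 active = EGFP signal decrease of at least 30% at 10 µM or well 3 SD below plate mean, unless failing retest; inactive = the rest, including hits failing retest or dose response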; also: some compounds called inactive have numbers as strong as hits; many of its hits are not listed in these tables
# GalR3 antag – human GalR3 antagonism; O60755; actives 0.44% (n = 360,000); inhibition, % at 3 µM; HEK293 GalR3-CNG cAMP membrane potential fluorescence; galR3 body fused to GalR1 C-terminus;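 active = inhibition above the screen-wide average plus 3 SD, cut at about 13% in these data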;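 also: forskolin and galanin both at EC90 stimulate the cells; cAMP rise reported by CNG channel membrane potential dye signal; 0% = forskolin plus galanin with DMSO and 100% = forskolin alone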
# VIM-2 inh – blocks Pseudomonas aeruginosa VIM-2 metallo-beta-lactamase | AID 1527 | purified VIM-2, nitrocefin hydrolysis, epi-absorbance fluorescence | actives 0.89% (n = 290,000) | inhibition, % at 5.6 µM;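 active = inhibition above the mean of all tested compounds plus 3 SD, cutoff set per screening run, cut at about 7.5% in these data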;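 also: red hydrolysis product quenches plate fluorescence so inhibitors raise well fluorescence; 0% = enzyme with DMSO and 100% = DMSO without enzyme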
# An asterisk follows results filed as active; · = no result given.
HCV NS3 hel inh	IDE cell inh	CRFBP-R2 block	SUMO HTRF inh	IDE cell activ	IMP-1 inh	p-CIP stab down	GalR3 antag	VIM-2 inh	mol
-17	6	21	6	0	-2.2	0	-3	-0.5	N#Cc1ccc(C(=O)NC2CCCc3ccccc32)cc1 (stereo not drawn)
5	4	-11	3	-3	-1.6	-8	-6	3.4	COC(=O)c1sc(NC(=O)CSc2nncs2)c(C(=O)OC)c1C
3	-7	-3	1	6	1.7	-3	3	1.0	Cc1cc(=O)[nH]c(SCC(=O)c2c(N)n(C)c(=O)n(C)c2=O)n1
-24	1	-7	13	-6	-1.0	-14	3	-1.3	O=C(CNC(=O)c1ccccc1C(=O)O)c1ccccc1
·	0	0	·	5	·	·	-2	·	COc1ccc(S(=O)(=O)N2CCOCC2)cc1NC(=O)CSc1ccc(F)cc1
-2	-1	-17	-1	3	-3.9	-2	-7	0.5	Cc1ccc(CN=c2c([N+](=O)[O-])nn(-c3cccc(Cl)c3)n2O)cc1
13	1	0	5	4	-0.3	-9	0	-2.5	Cn1nccc1C(=O)N1CCN(c2ccccc2Cl)CC1
-10	6	21	-6	3	0.2	-8	0	-2.5	O=C(CSc1nnc(-c2ccoc2)o1)N1CCOCC1
-4	-1	13	6	0	-1.3	29	4	-1.4	Cc1nnc(NC(=O)CSc2nccn2Cc2ccc(F)cc2)s1
7	-1	13	1	2	-2.0	14	-6	-2.8	CCOC(=O)c1cnn(-c2ccccc2)c1NC(=O)c1ccccc1
-9	3	0	10	0	-1.9	-8	-4	1.8	NS(=O)(=O)c1ccc2c(c1)C(=NO)c1cc(S(N)(=O)=O)ccc1-2
·	-4	6	-4	6	·	-10	-4	·	COc1ccc(CCNC(=O)C2CC3Cn4c(nc5cc(Cl)c(Cl)cc54)C3N2C)cc1 (stereo not drawn)
5	·	5	4	-5	-1.4	1	-4	-0.1	COc1cccc(CC(NC(C)=O)C(=O)NC2CCN(C(=O)c3ccncc3)CC2)c1OC (stereo not drawn)
8	1	11	9	1	-3.1	-17	0	-1.2	CCCCCCc1cc2cc(S(=O)(=O)c3ccc(F)cc3)c(=O)oc2cc1O
-8	·	9	7	-5	-1.6	-7	-8	-0.3	Cc1ccc(N2CCN(/N=C/c3cccnc3)CC2)cc1
·	3	-2	·	7	·	·	-6	·	C[C@]12C(=O)N(c3cccc(Cl)c3)C(=O)N1[C@@H]1c3ccccc3OC[C@@H]1[C@H]2c1ccccc1
0	9	3	26	4	-1.5	-14	-3	-1.3	CCn1c(COc2ccc(OC)cc2)nc2ccccc21
·	0	-3	·	3	·	·	-4	·	O=c1[nH]c2c(=O)[nH]cnc2nc1-c1ccccc1
6	-3	-10	12	0	-2.2	8	-3	-1.6	O=C(CNS(=O)(=O)c1cccc2nonc12)NCc1ccc(F)cc1
16	5	13	7	2	-3.2	-22	-1	-2.3	O=C(Nc1nnc(SCc2cccnc2)s1)C1CC(=O)N(c2ccc(F)cc2)C1 (stereo not drawn)
-3	2	10	15	-4	-1.3	-17	-1	-3.4	COc1ccc(C(=O)C2CCCN(C(=O)c3ccc(OC)o3)C2)c(C)c1 (stereo not drawn)
1	2	13	0	4	-3.3	4	2	-3.2	O=C(NC(=S)NCCO)c1cn(-c2ccccc2)nc1-c1ccccc1
38*	10	-34	13	3	0.8	-21	6	-1.6	CC1CC/C(=C\c2ccc3c(c2)OCO3)C(=O)/C1=C/c1ccc2c(c1)OCO2 (stereo not drawn)
9	4	-73	-11	8	-4.4	-2	-2	-0.1	O=C(Nc1ccc([N+](=O)[O-])cn1)c1cc(-c2cccc(Br)c2)nc2ccccc12
2	-2	10	6	-3	-3.3	-5	-2	-3.2	CC1(C)CC(=O)C(Sc2ccccc2)=C(O)C1
-10	7	-13	14	2	0.9	0	-7	0.0	COc1ccc(/C=C/CN2CCN(Cc3cccc(OC)c3)C(CCO)C2)cc1 (stereo not drawn)
21	-1	4	4	-5	-9.9	-7	-10	-3.0	CCOc1ccc(-n2cnnn2)cc1S(=O)(=O)NCCc1ccc(OC)c(OC)c1
-59	2	-38	15	3	-1.4	-8	-7	-2.7	CN1CCC(Oc2ccc(Sc3ccccc3)cc2)CC1
0	-8	-30	-2	1	-1.2	4	-1	1.4	CCN1CCN(CCCN(Cc2ccco2)C(=S)Nc2cc(Cl)ccc2C)CC1
7	-1	3	10	-2	-1.3	-8	7	-1.2	CCCNc1ncnc2onc(C)c12

# Overlap with the part before: 2 entries, followed by the next part.
HCV NS3 hel inh	IDE cell inh	CRFBP-R2 block	SUMO HTRF inh	IDE cell activ	IMP-1 inh	p-CIP stab down	GalR3 antag	VIM-2 inh	mol
0	-8	-30	-2	1	-1.2	4	-1	1.4	CCN1CCN(CCCN(Cc2ccco2)C(=S)Nc2cc(Cl)ccc2C)CC1
7	-1	3	10	-2	-1.3	-8	7	-1.2	CCCNc1ncnc2onc(C)c12
·	1	9	·	5	·	·	-5	·	O=C(CN1CCSC1=O)N1CCN(S(=O)(=O)c2ccc(Cl)cc2)CC1
7	0	·	-10	1	-2.0	-13	·	-1.7	N#CC1(c2ccc(NC(=O)c3ccccc3)cc2)CCCC1
12	6	5	14	-5	-0.1	-3	-3	2.5	COC(=O)C1CCN(C(=O)c2sc3nc(-c4ccc(F)cc4)cn3c2C)CC1
13	1	-5	19	3	-2.0	-4	6	-3.0	Cc1ccc(C)c(OCC(=O)NC(Cc2c[nH]c3ccccc23)C(=O)O)c1 (stereo not drawn)
5	1	28	-11	0	-3.4	-13	-7	-3.9	COc1ccccc1C(=O)NNC(=O)C(=O)Nc1ccc(C)c(Cl)c1
-5	4	·	25	·	-1.4	-3	·	0.4	COc1cc(CCC(=O)N2CCN(c3ccc(N4CCOCC4)nn3)CC2)cc(OC)c1OC
0	0	-5	8	-3	-3.4	8	0	-1.4	CC(C)c1cc(=O)[nH]c(SCC(=O)NC2CCCC2)n1
17	-1	6	-4	-8	-4.7	-7	·	16*	Cc1nc2ccccc2c2oc(C(=O)NCCCN3CCC(C)CC3)cc12
-31	1	-71	-9	1	-1.1	5	-4	-2.0	Cc1ccc(Oc2ccc(-c3nc(N)nc(N)n3)cc2)cc1C
19	·	5	15	1	-1.1	5	-2	1.3	N=C1S/C(=C\c2ccc(-c3ccccc3C(=O)O)o2)C(=O)N1c1ccc2c(c1)OCO2
-2	-6	-25	8	1	-2.1	-9	-2	1.3	CC(C)Oc1ccc(CCc2n[nH]c(=S)n2-c2ccccc2)cc1
24	4	7	-3	2	-1.0	-8	-4	-3.6	Cc1ccccc1C(=O)NCCCNC(=O)c1cnccn1
0	-6	-8	3	5	-2.0	-9	-4	-0.6	COc1cccc(NC(=O)COC(=O)CC(NC(N)=O)c2ccc(Cl)cc2)c1 (stereo not drawn)
1	0	21	12	-5	-1.2	-5	-11	0.5	O=C(Nc1ncccc1Cl)c1ccccc1F
-2	8	14	28	1	-1.9	-3	0	-2.9	CN=C1S/C(=C\c2ccc(N3CCOCC3)c(F)c2)C(=O)N1C
12	-1	-3	4	5	-2.1	-7	1	-5.1	Cc1ccc(C(=O)Nc2nnc(S(=O)(=O)N3CCN(c4ccc(F)cc4)CC3)s2)cc1
-8	6	2	16	1	-4.9	0	-2	-2.8	Cc1onc(-c2ccccc2)c1C(=O)Nc1nnc(N(C)Cc2ccccc2)s1
·	-7	19	·	4	·	·	-1	·	COc1cc(C=NNc2ccc(S(=O)(=O)Nc3ccccc3C(=O)O)cc2[N+](=O)[O-])ccc1O
-1	0	-6	2	1	-1.7	-21	-3	-2.5	Nc1nc(SCC(=O)NCCC(c2ccccc2)c2ccccc2)n[nH]1
9	9	4	9	-1	-0.7	-7	0	1.3	CCN1CCN(CCc2nc3cc([N+](=O)[O-])ccc3n2C)CC1
6	4	-5	13	2	-5.8	-12	-8	-3.2	COc1ccccc1CNC(=O)COc1ccc(Br)c(C)c1
-9	-5	1	-40	4	-2.4	-2	2	-3.8	CC(C)OCCCNC(=O)CCC(=O)NNc1nc2ccccc2c2nc(-c3ccccc3)nn12
3	4	-1	-2	4	-2.5	4	-7	-2.4	O=C(NC1CCCCC1)C(c1ccc(F)cc1)N(Cc1ccco1)C(=O)c1ccccn1 (stereo not drawn)
·	2	-7	·	3	·	·	-2	·	COc1cc(C#Cc2ccc3cc(C(C)(C)O)oc(=O)c3c2)cc(OC)c1
3	7	-2	9	-4	-2.2	-9	2	-3.2	COC(=O)C(C)Sc1nnc(-c2ccncc2)o1 (stereo not drawn)
·	-3	-11	·	4	·	·	-7	·	CCc1noc(C)c1C(=O)N(CC)CC(=O)Nc1cc(Cl)ccc1C
-3	6	14	0	-2	-1.1	-3	-4	-0.7	CC(C)(C)Nc1nc(OCC(F)(F)F)nc(OCC(F)(F)F)n1
-14	0	-36	-6	8	-3.2	-1	-2	-1.3	Cc1nc(SCC2(C)CC2(Cl)Cl)n[nH]1 (stereo not drawn)
15	3	9	16	1	-2.9	-7	·	-4.5	Cc1nn(CC(=O)NCCCc2ccccc2)c(=O)c2cccn12
·	-4	2	·	-1	·	·	3	·	COc1cc(CCCN2CCNC[C@H]2Cc2ccc(O)cc2)cc(OC)c1OC

# Look-ups from the results shown.
# Reading of CC(C)(C)Nc1nc(OCC(F)(F)F)nc(OCC(F)(F)F)n1 under GalR3 antag: -4
# Reading of COC(=O)C(C)Sc1nnc(-c2ccncc2)o1 (stereo not drawn) under p-CIP stab down: -9
# Reading of Cc1ccc(Oc2ccc(-c3nc(N)nc(N)n3)cc2)cc1C under IMP-1 inh: -1.1

# Next section.
HCV NS3 hel inh	IDE cell inh	CRFBP-R2 block	SUMO HTRF inh	IDE cell activ	IMP-1 inh	p-CIP stab down	GalR3 antag	VIM-2 inh	mol
16	3	6	8	5	-4.8	9	-12	-5.3	Cc1cccc(C(=O)NNC(=O)c2ccccc2O)c1
7	-3	-3	-12	3	-3.0	3	-7	-5.2	CCOC(=O)c1c(NC(=O)CSc2nnc(Cc3ccccc3)o2)sc(C)c1C
-26	4	-9	1	3	-4.1	-27	11	-1.1	Cn1c(=O)n(C)c2cc(NS(=O)(=O)c3ccc4c(c3)CCCC4)ccc21
-1	-6	-17	-15	-8	-3.9	-13	-6	-6.5	S=c1[nH]nc(CNc2ccc(Cl)cc2)n1Cc1ccccc1
-5	0	11	1	0	-1.2	1	-3	-3.2	O=C(Cc1ccc(-n2cccc2)cc1)NCc1ccccc1Cl
4	0	20	18	1	-4.0	-15	2	-2.8	Cc1cccc(C(=O)Nc2oc(-c3ccccc3)cc2C#N)c1
-14	1	1	33	2	0.6	-19	·	3.5	C#CCOCCOCCOCCNc1nc(N2CCN(C(=O)[C@H](Cc3ccc(O)cc3)n3cc(C(N)CC(C)C)nn3)CC2)nc(N2CCN(C(=O)[C@H](CCC(=O)O)n3cc(C(N)[C@H](C)CC)nn3)CC2)n1 (stereo partly drawn)
11	3	8	19	-2	-2.2	0	3	-5.1	COc1ccc(-n2c(CN3CCOCC3)nc3ccc([N+](=O)[O-])cc3c2=O)c(OC)c1

# No enrichment for hits. Share with any hit: about 3.2%.
